# Assay outcomes as filed in PubChem BioAssay.
# Salmonella PhoP GFP = inhibitors of PhoP regulon expression, primary screen, Salmonella Typhimurium, GFP reporter (AID 1863); S. Typhimurium PhoP-regulated promoter GFP reporter, 4 h; higher % means a stronger effect; inhibition, % at 50 µM; hits with a dose series show IC50 in µM; 300,000 compounds, 0.16% hits;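 active means inhibition over 29.93%, a cutoff 3 SD above the screen mean, later confirmed by dose response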;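 further: 0% = low Mg2+ inducing control and 100% = high Mg2+ repressing control; strong numbers were not always called active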
# HIV peptide binding = inhibitors of HIV fusion peptide binding, primary screen, biochemical, uHTS, fluorescence dequenching (AID 1986); inhibition, % at 20 µM; hits with a dose series show IC50 in µM; 290,000 compounds, 0.3% hits; cell-free peptide binding, fluorescence dequenching, 30 min; higher % means a stronger effect; in the data active means inhibition mostly above about 52%, no sharp cut-off; inactive means mostly below about 76%; further: some results filed as inactive read as strong as hits
# Siah-1 displacement = Siah-1 peptide-binding antagonists, primary screen, biochemical, fluorescence polarization, rhodamine-plectin, uHTS (AID 1817); 290,000 compounds, 0.02% hits; Siah-1 / rhodamine-plectin peptide fluorescence polarization; higher % means a stronger effect; displacement, % at 20 µM, or IC50 in µM where a hit was titrated;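 active means displacement of at least 50% at 20 µM, with a fluorescence ratio check between 0.3 and a set limit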;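 further: plate controls were Siah plus tracer with DMSO for no effect and tracer alone without Siah for full effect; strong numbers were not always called active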
# NTR1 agonist = agonists of NTR1, primary screen, imaging, U2OS cells, beta-arrestin-GFP, high content (AID 493036) | activation, % at 20 µM | P30989 | NTR1-U2OS beta-arrestin-GFP spot imaging, agonist mode | 330,000 compounds, 0.17% hits;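 active means activation at or above 40% of the spot to cytoplasm intensity ratio, with at least 20 cells analyzed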;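 further: 0% = DMSO without peptide and 100% = 100 nM NTR1 peptide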
# Target sequence (P30989 whole entry, looked up): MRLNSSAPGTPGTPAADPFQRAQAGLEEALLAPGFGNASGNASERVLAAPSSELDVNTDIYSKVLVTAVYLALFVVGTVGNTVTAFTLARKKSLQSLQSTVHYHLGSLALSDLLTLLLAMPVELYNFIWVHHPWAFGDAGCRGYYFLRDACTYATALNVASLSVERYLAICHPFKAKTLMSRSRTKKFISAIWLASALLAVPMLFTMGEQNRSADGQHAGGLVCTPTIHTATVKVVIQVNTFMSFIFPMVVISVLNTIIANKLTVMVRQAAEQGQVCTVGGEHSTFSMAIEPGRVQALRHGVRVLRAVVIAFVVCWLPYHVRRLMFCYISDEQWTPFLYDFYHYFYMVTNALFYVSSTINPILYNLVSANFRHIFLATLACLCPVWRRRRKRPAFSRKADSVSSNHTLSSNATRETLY
# LYP phosphatase = inhibitors of LYP phosphatase, biochemical, fluorescence intensity, uHTS (AID 1779). one-dose inhibition, % at 11.5 µM; IC50 in µM for titrated hits. 290,000 compounds, 0.054% hits. recombinant LYP phosphatase, fluorescence intensity; higher % means a stronger effect; in the data active means inhibition above about 50%;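 further: plate controls were vehicle with enzyme for no effect and no enzyme for full effect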
# GPR35 arrestin U2OS = GPR35 antagonists blocking zaprinast-driven arrestin recruitment, primary screen, imaging, U2OS, beta-arrestin-GFP, zaprinast agonist (AID 2058) | U2OS GPR35 beta-arrestin-GFP translocation imaging, zaprinast antagonism; higher % means a stronger effect | one-dose inhibition, % at 10 µM; IC50 in µM for titrated hits | 290,000 compounds, 0.052% hits;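 active means inhibition of at least 50% with at least 30 cells and total cytoplasm GFP at most 10,000,000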
# MgcRacGAP inhibition = MgcRacGAP GTPase-activating activity inhibitors, confirmation, biochemical, ADP Hunter fluorescence; 340,000 compounds, 0.6% hits; one-dose inhibition, % at 30 µM; IC50 in µM for titrated hits; MgcRacGAP-stimulated Rac1 GTP hydrolysis, ADP Hunter fluorescence; higher % means a stronger effect; GST-tagged Rac1 F28L mutant substrate; AID 624330;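 active means first-screen hits whose inhibition reached a set limit at any dose in the follow-up dose series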;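 further: fluorescence reports GDP produced by GAP-driven GTP hydrolysis; strong numbers were not always called active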
# GPR55 antagonists = inhibition of LPI-stimulated GPR55 beta-arrestin translocation – imaging, U2OS, beta-arrestin-GFP, LPI agonist, primary screen (AID 2013) | U2OS GPR55 beta-arrestin-GFP translocation imaging, LPI antagonism; higher % means a stronger effect | one-dose inhibition, % at 10 µM; IC50 in µM for titrated hits | 290,000 compounds, 0.13% hits;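 active means spots per cell inhibited over 60%, with over 100 cells counted and total cytoplasm intensity under 500,000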;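 further: U2OS cells stably carrying GPR55 and arrestin-GFP stimulated by 5 µM LPI near EC80; imaged beta-arrestin-GFP aggregate spots per cell after agonist stimulation; plate controls were LPI-stimulated DMSO wells for no effect and DMSO wells without LPI for full effect; some results filed as inactive read as strong as hits; confirmed hits need IC50 under 10 µM and bright autofluorescent wells are also inconclusive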
# Myeloid diff 2 = myeloid differentiation induction; ER-HoxA9 myeloid progenitors, lysozyme-GFP differentiation, flow cytometry; calls only at 10 µM; 360,000 compounds, 1% hits; AID 624256;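 active means normalized GFP-positive differentiation at or above the plate's own cutoff, the solvent-only control mean plus 3 SD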;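 further: cells exposed to compound for four days before flow analysis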
# NTR1 agonist cell count 20 µM = second read-out of NTR1 agonist, no call of its own (marks repeat the call); cell count; measured here: cell count, cytotoxicity flag
# Myeloid diff 2 GFP+ MAC1+ % = also measured in Myeloid diff 2; calls as there; GFP+ MAC1+ double positive, %; measured here: differentiation confirmed by MAC1 staining
# Active calls of the source: *; i = inactive; . = not tested or not shown; + = active, no number.
# Sequence of screens: Salmonella PhoP GFP	HIV peptide binding	Siah-1 displacement	NTR1 agonist	NTR1 agonist cell count 20 µM	LYP phosphatase	GPR35 arrestin U2OS	MgcRacGAP inhibition	GPR55 antagonists	Myeloid diff 2	Myeloid diff 2 GFP+ MAC1+ %
Cc1[nH][nH]c(=O)c1C=NCc1ccc(Cl)cc1
    4%	1.5%	2%	-0.6	86	-6%	9%	9%	8%	i	0.2
Cc1ccc(S(=O)(=O)NNC(=O)c2ccc3ccccc3n2)cc1
    13%	-0.8%	-2%	-0.9	51	-7%	11%	11%	14%	i	0.8
CCCCCCCCCc1nc2sc3c(c2c(=O)n1NC(=O)c1ccc([N+](=O)[O-])cc1)CC(C)(C)OC3
    -43%	26%	-9%	10	67	4%	20%	-1%	2%	i	0.6
COc1ccc(N2CCN(C(=O)c3ccc(CS(=O)Cc4ccc(C)cc4)o3)CC2)cc1 (configuration not stated)
    -7%	-1.2%	3%	0.9	60	-3%	-8%	30%	6%	i	1.6
Cc1c(NC(=O)c2cccs2)cccc1C(=O)O
    -1%	-1.8%	-5%	1.1	92	-9%	11%	7%	16%	i	0.5
COCc1c(C#N)c(NCCc2ccccc2)nc(C)c1[N+](=O)[O-]
    -2%	0.3%	-1%	2.0	54	-3%	1%	-3%	10%	i	0.7
O=C(Nc1cccc(Cl)c1)Nc1cccc(Cl)c1
    -3%	0.8%	1%	-2.6	75	0%	3%	5%	2%	i	0.0
FC(F)(F)c1nc(N2CCCC2)ncc1-c1nnnn1-c1ccccc1
    13%	0.8%	3%	2.9	92	-8%	-2%	3%	13%	i	0.8
COc1ccc(C(=O)N(Cc2nc(-c3ccc(C)cc3)no2)C2CCCCC2)cc1OC
    7%	-1.7%	-2%	7.1	36	-3%	-23%	-1%	13%	i	1.1
O=C(COC(=O)/C=C/c1ccc(F)cc1)Nc1cc(C(F)(F)F)ccc1N1CCOCC1
    2%	0.6%	15%	2.8	88	3%	-7%	7%	11%	i	0.3
O=C(COc1ccccc1Cl)Nc1ccc2c(c1)C(=O)NC2=O
    17%	1.7%	1%	-1.1	68	-9%	-13%	3%	1%	.	.
CCN(CC)C(=O)C1CCC(CNS(=O)(=O)c2cccc3cccnc23)CC1 (configuration not stated)
    -5%	0.8%	8%	-2.2	71	-1%	8%	-8%	5%	i	3.1
Cc1ccc2nc(C)cc(C(=O)Nc3nccs3)c2c1
    -5%	3.3%	2%	2.3	54	1%	0%	5%	0%	i	0.9
CCOC(=O)N1CCN(C(=O)Cn2nc(C)n3nc(-c4ccc(OC)cc4)cc3c2=O)CC1
    -6%	0.9%	10%	-0.3	48	-8%	-6%	4%	2%	i	0.5
Cc1cccc(OCc2nc3ccccc3c(=O)n2N)c1
    5%	-1.5%	-2%	-1.5	42	-8%	-2%	3%	0%	i	0.4
O=C(Cc1ccc(Cl)cc1)NCCS(=O)c1ccc(Cl)cc1 (configuration not stated)
    12%	-1.0%	0%	1.0	52	-10%	-8%	10%	11%	i	1.1
Cc1cc2ccccc2nc1SCC(=O)NC1CCCCC1
    2%	1.5%	-1%	-0.2	29	7%	13%	11%	-8%	i	0.3
O=C(CCc1nc2ccccc2c(=O)[nH]1)Nc1nc(-c2cccs2)cs1
    -8%	.	.	2.0	57	.	.	5%	.	i	1.4
COc1ccccc1OCCC(=O)OCC(=O)Nc1cc(S(=O)(=O)N(C)C)ccc1Cl
    0%	-1.2%	9%	0.8	38	-5%	-2%	10%	12%	i	0.5
O=C1OCC(c2ccccc2)=C1c1ccccc1[N+](=O)[O-]
    -9%	-0.1%	0%	-0.2	33	-5%	-4%	-1%	0%	i	0.6
CC12COC3(C(N)=O)CC1CCC32C (configuration not stated)
    5%	4.7%	3%	-0.2	92	-4%	-6%	10%	16%	i	0.1
Cc1cc(C)n2nc(SCc3ccc(F)cc3Cl)nc2n1
    2%	-0.2%	1%	-0.5	86	-10%	1%	6%	4%	i	0.7
CCCc1nc2ccccc2n1CCOc1ccccc1
    1%	1.4%	2%	-2.5	82	-3%	-6%	3%	11%	i	0.7
COC(=O)CN(C#N)c1nc(NC(C)C)nc(OC)n1
    0%	0.4%	-3%	0.7	57	-2%	-10%	-1%	16%	i	7.4
COc1ccc(-c2cc(C(F)(F)F)n3nc(C(=O)NCc4ccco4)cc3n2)cc1
    -6%	1.0%	4%	1.2	35	1%	-5%	9%	3%	i	6.0
CCN1C(=O)Cc2cc(S(=O)(=O)NCCc3ccccc3)ccc21
    2%	0.2%	0%	-1.9	52	-2%	11%	5%	0%	i	0.3
Fc1cccc(F)c1/C=C/c1ccc2ccccc2n1
    8%	5.7%	0%	0.0	40	2%	-12%	-2%	-1%	i	0.2
COCCNC(=O)C1CC(c2cccc([N+](=O)[O-])c2)=NO1 (configuration not stated)
    -4%	1.3%	-3%	-2.3	52	-2%	-23%	8%	-16%	i	1.5
C/C(=N/NC(=O)CNC(=O)c1cccnc1)c1ccc([N+](=O)[O-])cc1
    6%	-0.4%	-2%	2.0	29	-3%	0%	1%	11%	i	0.8
O=C(Nc1ccc(F)cc1)c1cccc(N2C(=O)C3C4CCC(C4)C3C2=O)c1 (configuration not stated)
    6%	-0.7%	0%	-0.4	40	0%	4%	-1%	-1%	i	0.6
CCN(CC)S(=O)(=O)c1ccc(N2CCN(C)CC2)c(NC(=O)Nc2ccccc2F)c1
    2%	-0.6%	-5%	0.7	50	-15%	4%	0%	-13%	i	0.4
Cc1ccc(S(=O)(=O)N(CC(=O)N2CCC(C)CC2)Cc2ccccc2F)cc1
    -5%	-2.6%	0%	5.3	78	2%	9%	0%	7%	i	5.2
Cc1ccc2cc(CN(Cc3ccco3)C(=O)NCc3ccccc3)c(=O)[nH]c2c1C
    22%	-3.5%	6%	-1.0	26	2%	7%	10%	3%	i	0.4
CC(=O)c1c(C)cc(C)c(CSc2nc(C)cc(=O)[nH]2)c1C
    3%	4.0%	1%	1.4	52	-10%	-10%	6%	1%	i	1.9
COc1cc(C2NC(=O)CCC2[N+](=O)[O-])cc(OC)c1OC (configuration not stated)
    -3%	2.6%	11%	-0.3	72	-5%	-5%	1%	1%	i	0.4
Cc1ccc(C(=O)N(C)c2ccc(OCC(=O)N3c4ccc(C)cc4C4CN(C)CCC43)cc2)cc1 (configuration not stated)
    -1%	-1.7%	-1%	0.1	50	2%	3%	8%	4%	i	0.4
COC(=O)c1sccc1NC(=S)N1CCC(C)CC1
    7%	-0.4%	1%	1.5	63	-5%	-2%	4%	21%	i	0.5
CC(C)(C)C(=O)OC/C(N)=N/OC(=O)c1ccc(Cl)cc1
    -4%	1.8%	6%	1.6	41	-3%	-7%	15%	13%	i	0.8
CCc1nnc(NC(=O)CCC(=O)NC2CCCCCCC2)s1
    7%	0.0%	-2%	0.1	57	-10%	14%	7%	82%	i	0.8
CN(C)CC(O)COC(c1ccc(Cl)cc1)c1ccc(Cl)cc1 (configuration not stated)
    -4%	-0.7%	6%	1.1	58	-9%	-6%	8%	-2%	i	0.8
CC(C)C[C@@]12C(=O)N(c3cccc(F)c3)C(=O)N1[C@H](c1ccc(F)cc1)[C@@H]1C(=O)N(C3CCCCC3)C(=O)[C@@H]12
    3%	.	.	7.8	74	.	.	9%	.	i	1.2
Cc1c(C(=O)N(C)c2ccccc2Cl)cnn1-c1ccccc1
    8%	0.5%	-5%	3.0	56	-6%	15%	4%	15%	i	0.5
Cc1cc(N2CCN(C(=O)c3ccco3)CC2)n2nc(C)c(-c3ccc(Cl)cc3)c2n1
    .	-1.6%	-5%	.	.	-9%	9%	.	12%	.	.
CCCCCCc1ccc(OCC(=O)OC)cc1OCC(=O)OC
    -2%	-3.8%	2%	0.4	61	-4%	0%	7%	15%	i	6.1
CC(=O)Nc1ccc(NC(=O)C2C3C=CC(C3)C2C(=O)O)cc1 (configuration not stated)
    1%	-0.3%	15%	3.1	65	-6%	17%	16%	-1%	i	0.5

# Single values from above.
# O=C(Cc1ccc(Cl)cc1)NCCS(=O)c1ccc(Cl)cc1 (configuration not stated) in Myeloid diff 2 GFP+ MAC1+ % → 1.1
# Cc1cc2ccccc2nc1SCC(=O)NC1CCCCC1 in GPR35 arrestin U2OS → 13%

# More records follow.
# Sequence of screens: Salmonella PhoP GFP	HIV peptide binding	Siah-1 displacement	NTR1 agonist	NTR1 agonist cell count 20 µM	LYP phosphatase	GPR35 arrestin U2OS	MgcRacGAP inhibition	GPR55 antagonists	Myeloid diff 2	Myeloid diff 2 GFP+ MAC1+ %
COc1ccc(-n2nc(C(=O)NCC(=O)Nc3cccc(Cl)c3)c3ccccc3c2=O)cc1
    0%	-0.1%	-4%	1.2	47	-3%	8%	10%	-11%	i	0.5
CCC(=O)c1ccc(OCC(=O)NCCC2=CCCCC2)c(OC)c1
    5%	-0.2%	-4%	1.8	50	-6%	0%	1%	-6%	i	3.4
C[N+]1(C)CC2=Cc3ccccc3CC2C1 (configuration not stated)
    .	-0.4%	-1%	1.7	25	4%	5%	1%	1%	i	0.0
CN1CCN(c2ccc(Cl)cc2NC(=O)c2ccc([N+](=O)[O-])cc2)CC1
    -4%	1.9%	2%	0.6	57	-2%	6%	4%	-1%	i	0.4
CC(OC(=O)Cc1cccc(C(F)(F)F)c1)C(=O)Nc1ccc(Cl)cn1 (configuration not stated)
    -5%	2.1%	-1%	0.4	66	-8%	-21%	5%	0%	i	2.4
Cc1cc(=O)oc2cc(OCC(=O)N3CCCc4ccccc43)ccc12
    -13%	-0.3%	1%	-1.0	39	-1%	-5%	13%	0%	i	1.4
Cc1cccc2c1CC(C)(C)N=C2C1=C(O)CCCC1=O
    9%	-0.9%	-3%	-0.7	66	-4%	-11%	10%	8%	i	0.4
CC(OC(=O)c1cccc([N+](=O)[O-])c1)C(=O)NCc1ccc2c(c1)OCO2 (configuration not stated)
    -1%	0.8%	8%	2.7	67	-10%	6%	2%	12%	i	1.1
NS(=O)(=O)c1cccc(NC(=O)CNC(=O)CC23CC4CC(CC(C4)C2)C3)c1
    1%	-0.7%	-4%	-0.6	59	-6%	-8%	6%	-26%	i	0.1
CCOc1ccc(N(CC(=O)N2CCc3ccccc32)S(=O)(=O)c2c(C)noc2C)cc1
    -7%	0.9%	-1%	-2.9	54	-2%	-9%	7%	-2%	+	8.2*
